From PubChem
EP2 antag: EP2 receptor (human) inhibition; inhibition, % at 25 µM; 260,000 compounds, 0.52% hits; AID 1422; P43116; C6 glioma cells expressing human EP2, cAMP TR-FRET; cells stimulated with saturating PGE2;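 active = percent inhibition above 40 after rounding to a whole number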;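 also: rat C6 glioma host cells with rolipram phosphodiesterase inhibitor present; the protocol text gives 20 µM as final concentration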
Target sequence (P43116 whole entry, looked up): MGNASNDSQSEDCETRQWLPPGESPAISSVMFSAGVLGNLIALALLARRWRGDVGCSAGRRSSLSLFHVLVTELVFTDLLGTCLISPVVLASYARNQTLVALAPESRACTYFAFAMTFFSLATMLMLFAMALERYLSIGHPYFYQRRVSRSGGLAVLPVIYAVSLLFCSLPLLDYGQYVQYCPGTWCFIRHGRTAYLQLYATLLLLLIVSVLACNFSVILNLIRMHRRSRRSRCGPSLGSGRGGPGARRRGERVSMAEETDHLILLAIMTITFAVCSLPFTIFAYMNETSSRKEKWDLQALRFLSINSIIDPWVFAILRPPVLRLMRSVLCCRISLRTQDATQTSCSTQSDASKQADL
eIF4E-4G inh: inhibitors of eIF4E and eIF4G interaction in translation initiation; P63073+Q04637; TR-FRET eIF4E-eIF4GI(517-606) binding, 2 h; inhibition, % at 21.7 µM; 220,000 compounds, 0.37% hits; AID 782;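 active = inhibition above about 30%, limit read from the data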;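 also: 0% = full FRET control wells and 100% = background wells lacking eIF4GI fragment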
EP2 mod: modulators of human EP2 prostaglandin E2 receptor; induction, % at 25 µM; P43116; EP2-expressing cells, cAMP HTRF FRET, PGE2 co-stimulation; AID 940; 260,000 compounds, 0.83% hits;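 active = compounds whose cAMP rise, as percent of the full-agonist control response, exceeds 60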;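 also: rat C6 glioma line stably carrying human EP2 under a CMV promoter; the protocol text gives 20 µM as final concentration; 100% = response of wells given 1 µM PGE2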
Active calls of the source: *; & = joins results of further samples. Some of the compounds tested; the hit share may differ from the screen's.

SMILES	EP2 antag	eIF4E-4G inh	EP2 mod
Cc1cc2nc3n(c2cc1C)CC1CC(C(=O)NCc2cccc(C(F)(F)F)c2)N(C)C31 (centres undefined)	7	-5	-16
COC(=O)CSc1nc2c(c(=O)n(C)c(=O)n2C)n1CCC(C)C	13	10	1
NC(=O)[C@H]1CC2(CC(c3cccc(NC(=O)[C@H]4CCC(=O)N4)c3)=NO2)CN1C(=O)c1ccccc1C(=O)c1ccccc1 (some centres undefined)	14	-3	2
COC(=O)CCCC1=CC2=CC(=O)C(C)(OC(=O)c3cccs3)C(=O)C2=CN1C1CC1 (centres undefined)	7	-1	-24
CCSc1nnc(Cc2cc(=O)[nH]c(=O)[nH]2)n1-c1cccc(C)c1	8	-19	9
C=CCN1c2ccccc2[C@]23C[C@@H](C(=O)OC)N(C(=O)c4cccs4)C2=NC(C(=O)OC)=C(C(=O)OC)[C@H]13	10	1	26
CC(C)CCNC(=O)c1c(CSc2ccccc2)noc1C(=O)NCc1ccccc1	6	0	35
CC1(OC(=O)C2CCCC2)C(=O)C=C2C=C(c3ccsc3)N(C3CCCCC3)C=C2C1=O (centres undefined)	3	0	9
CCO[C@@H]1OC(C(=O)NC2CC2)=C[C@H](c2ccc(Br)cc2)[C@H]1CCCO	10	-1	20
O=C(Nc1nnc(-c2ccccc2)o1)c1nc2ccccc2s1	45*	-19	-14
CCC1=C(OC(=O)N(CC)CC)N2C(=O)OC(=NCC3CC3)[C@]2(C)[C@H]2C1=CC[C@H]1C(=O)N(CC)C(=O)[C@H]12	9	5	8
COc1ccc(C2/C=C\CN(C(=O)C3CC3)[C@H](Cc3ccccc3)C(=O)N2Cc2ccc(F)cc2)cc1 (some centres undefined)	13	3	48
NC1=NC[C@@H](Cc2ccc(O)cc2)N1CCc1cccc(F)c1	13	-2	24
OCC(Cc1ccc2c(c1)OCO2)C(CO)Cc1ccc2c(c1)OCO2 (centres undefined)	17	-21	10
COc1cccc(C(=O)OCn2nnc3ccccc3c2=O)c1OC	14	-17	8
O=C(Nc1cccc(-c2csc(Nc3ccc(Cl)cc3)n2)c1)c1ccccc1	10	2	-15
CCOC(=O)/C=C/CN(C(=O)OC(C)(C)C)S(=O)(=O)N1CC=CC1	9	-2	22
Cc1ccccc1-c1cc(=O)c2c(O)cccc2o1	2	3	13
N#Cc1c(-c2ccco2)c2c([nH]c1=S)CCCC2	12	7	2
O=C(Nc1ccc(-c2csc(Nc3ccccc3)n2)cc1)c1cccc(C(F)(F)F)c1	8	-6	-5
COc1cc2ccc(=O)oc2cc1OCC(O)C(C)(C)O (centres undefined)	10	-21	36
CCCCCn1c(CN2CCN(C(=O)c3ccco3)CC2)nc2c1c(=O)n(C)c(=O)n2C	12	-19	0
CCCCCCNC(=O)N[C@@H](C(=O)NCCC[C@H]1CN2C(=NC[C@@H]2Cc2ccccc2)N1CCc1cccc(OC)c1)C(C)C	5	41*	-21
NC(=O)[C@@H]1CC2(CC(c3cccc(NC(=O)[C@H]4CCC(=O)N4)c3)=NO2)CN1C(=O)c1ccc(Cl)cc1 (some centres undefined)	12	1	16
CSc1ccccc1NC(=O)C1CCCO1 (centres undefined)	11	5	24

Taken from above:
For EP2 mod, CSc1ccccc1NC(=O)C1CCCO1 (centres undefined) is listed with 24
For EP2 antag, CCSc1nnc(Cc2cc(=O)[nH]c(=O)[nH]2)n1-c1cccc(C)c1 is listed with 8

Entries of single compounds from above.
Record of `Cc1cc2nc3n(c2cc1C)CC1CC(C(=O)NCc2cccc(C(F)(F)F)c2)N(C)C31` (centres undefined) → EP2 antag = 7; eIF4E-4G inh = -5; EP2 mod = -16
Record of `CCSc1nnc(Cc2cc(=O)[nH]c(=O)[nH]2)n1-c1cccc(C)c1` → EP2 antag = 8; eIF4E-4G inh = -19; EP2 mod = 9
Record of `NC(=O)[C@@H]1CC2(CC(c3cccc(NC(=O)[C@H]4CCC(=O)N4)c3)=NO2)CN1C(=O)c1ccc(Cl)cc1` (some centres undefined) → EP2 antag = 12; eIF4E-4G inh = 1; EP2 mod = 16

Later entries.
SMILES	EP2 antag	eIF4E-4G inh	EP2 mod
COC(=O)CSC1=C(C#N)C(c2ccccc2F)CC(=O)N1 (centres undefined)	10	-18	20
COc1ccc(NC(=O)c2nc[nH]c2C(=O)N2CCN(c3ccccc3)CC2)cc1	14	-8	-1
O=C(NCc1ccc(C(F)(F)F)cc1)C1CC(c2cccc(F)c2)=NO1 (centres undefined)	12	-2	-3
COc1cc(NC(=O)c2nccnc2N)cc(C(=O)Nc2cccc(C(F)(F)F)c2)c1	16	-2	0
Cc1nc(-c2ccccc2)sc1C1(C)CC(c2ccc(OC(F)(F)F)cc2)=NO1 (centres undefined)	8	-1	-22
NC(=O)[C@H]1CC2(CC(c3cccc(NC(=O)CC(c4ccccc4)c4ccccc4)c3)=NO2)CN1C(=O)CC(c1ccccc1)c1ccccc1 (some centres undefined)	18	-4	1
Cc1ccc(SC[C@H](Cc2ccccc2)N2CCN(CCc3ccccc3)CCC2=O)cc1	5	-5	36
CC(C)(C)OC(=O)NCCCC[C@H](NC(=O)c1nc[nH]c1C(=O)N1CCN(c2ccccc2)CC1)C(=O)OC(C)(C)C	17	-5	20
C=CCN1c2ccccc2[C@]23C[C@@H](C(=O)OC)N(C(=O)C4CCC4)C2=NC(C(=O)OC)=C(C(=O)OC)[C@H]13	19	-7	17
COC(=O)C(NS(=O)(=O)c1ccccc1Br)C(C)C (centres undefined)	1	-5	36
CC(NC(=O)C1CCCCC1)C(c1cccs1)N1CCOCC1 (centres undefined)	12	-21	35
O=C(NCC1CC1)c1onc(CSc2ccncc2)c1C(=O)NCC1CC1	8	-1	-7
Cc1cc2nc3n(c2cc1C)CC1CC(C(=O)NCc2ccco2)N(C)C31 (centres undefined)	7	-2	0
CC1(C)CC[C@]2(C(=O)O)CC[C@]3(C)C(=CC[C@@H]4[C@@]5(C)CC[C@H](O)C(C)(C)[C@@H]5CC[C@]43C)[C@@H]2C1	10	-1	0
COc1ccc(C2CC(O)(c3ccccc3)Oc3cc(OC)cc(OC)c32)cc1 (centres undefined)	18	3	19
COc1ccc(N2CCN(C(c3ccccc3)c3sc4nc(C)nn4c3O)CC2)cc1 (centres undefined)	11	-19	12
COc1ccc([C@H]2Oc3cc(O)cc(O)c3C(=O)C2[C@@H]2C(=O)c3c(O)cc(O)cc3O[C@@H]2c2ccc(OC)cc2)cc1 (some centres undefined)	-2	1	15
CCCCCc1cc(=O)oc2c(C(CCN3CCCC(C)C3)c3cc(OC)c(OC)c(OC)c3)c(OC)cc(OC)c12 (centres undefined)	7	4	-4
COC(=O)CCCC1=CC2=CC(=O)C(C)(OC(=O)c3cccs3)C(=O)C2=CN1CCCOC(C)C (centres undefined)	19	-3	-8
COc1ccc(C2/C=C\CNCC(=O)N2Cc2ccc(F)cc2)cc1 (centres undefined)	6	2	18
CC(=O)O[C@@H]1[C@H]2[C@@H](C[C@@H](C)[C@@H]3C=CC(=O)[C@@]13C)OC(=O)[C@@H]2C	14	-3	-14
CCC(=O)Nc1cccc(C2=NOC3(C2)C[C@H](C(N)=O)N(C(=O)CC#N)C3)c1 (some centres undefined)	14	4	19
COc1ccc(C2=CC3=C(Br)C(=O)C(C)(OC(=O)C4CCCC4)C(=O)C3=CO2)cc1 (centres undefined)	19	4	27
Cc1cccc(NC(=O)c2nc[nH]c2C(=O)N[C@@H](CCCCNC(=O)OC(C)(C)C)C(=O)OC(C)(C)C)c1	12	2	8
O=C(NCCc1cccs1)C1CC(c2ccccc2F)=NO1 (centres undefined)	6	7	16
New compounds follow:
SMILES	EP2 antag	eIF4E-4G inh	EP2 mod
COC(C[C@@H](O)CC(=O)[C@H](C)OCc1ccccc1)OC	1	-8	-19
C#CCNC(=O)C1=C[C@@H](C2CC2)C[C@@H](OCCCCO)O1	5	-5	11
COc1ccc(N2C3=[N+](CCCC3)CC2(C)O)cc1 (centres undefined)	6	-6	11
CC(C)(C)[C@H]1C=C(C(=O)NCc2nc3ccccc3[nH]2)O[C@@H](OCc2ccc(CO)cc2)C1	13	-4	29
CCCCC1=CC2=CC(=O)C(C)(OC(=O)CC)C(=O)C2=CN1c1ccccc1 (centres undefined)	4	71*	6
CN(C)CCNC(=O)c1onc(CSc2ccc(F)cc2)c1C(=O)NCCN(C)C	7	1	4
COc1cc(O)c(C(CC(=O)N2CCCC(C)C2)c2ccc(N(C)C)cc2)c(OC)c1 (centres undefined)	11	2	23
CCCC[C@@H]1CNC(=S)N1CC1CCCCC1	21	3	3
C/C=C\C=C/C(=O)Nc1cccc(C2=NOC3(C2)C[C@H](C(N)=O)N(C(=O)Cc2ccc([N+](=O)[O-])cc2)C3)c1 (some centres undefined)	15	-5	-5
COc1ccc(-c2ccc(F)cc2)cc1[C@H]1[C@H]2C=CC[C@@H](C)[C@@H]2C(=O)N1Cc1ccccc1	13	0	43
Cc1cc2ccccc2n1CCNC(=O)COc1ccccc1	15	0	-12
CC(C)C(=O)N1CCC2(CC1)Oc1ccc(F)cc1C(=O)C21CC(c2ccc(Cl)cc2)=NO1 (centres undefined)	4	-1	-10
CCCCCC(=O)N1CC2(CC(c3cccc(NC(=O)COc4ccc(Cl)cc4)c3)=NO2)C[C@@H]1C(N)=O (some centres undefined)	15	-3	-25
CC1(OC(=O)CCc2ccccc2)C(=O)C=C2C=C(c3ccc(C#N)cc3)N(CCc3c[nH]c4ccccc34)C=C2C1=O (centres undefined)	11	-7	-37
Cc1cc(-c2cc(C(=O)NCc3ccccc3)on2)nc(NC2CCCC2)n1	7	-3	-4
COc1cc(OC)c2ccc(=O)oc2c1C(CC(=O)N1CCCC1)c1ccc(N(C)C)cc1 (centres undefined)	21	1	11
COc1cc(C(CCN2CCCCC2)c2c(OC)cc(OC)c3c(-c4ccccc4)cc(=O)oc23)cc(OC)c1OC (centres undefined)	28	0	-22
COc1ccc(C2/C=C\CN(C(=O)C3CC3)CC(=O)N2Cc2ccc(F)cc2)cc1 (centres undefined)	10	-2	-16
COc1ccc(C2/C=C\CN(S(=O)(=O)c3ccc(-c4ccccc4)cc3)CC(=O)N2Cc2ccc(F)cc2)cc1 (centres undefined)	9	-2	-22
c1ccc(Cn2cc(CNc3ccccc3)nn2)cc1	4	-2	-13
C[C@@]12CCC=C[C@H]1[C@H](c1ccc(F)c(/C=C/c3ccccc3)c1)N(Cc1ccccc1)C2=O	4	-5	23
CCCCN1C(N)=NC[C@@H]1Cc1ccc(O)cc1	15	3	-34
CC1(C)C(=O)CC[C@]2(C)C3C(=O)C=C4[C@H]5C[C@@](C)(C(=O)O)CC[C@]5(C)CC[C@]4(C)[C@]3(C)CC[C@@H]12 (some centres undefined)	14	-1	13
NCCCCNCCCN	11&12&12	-16	12&-5&-3
C[C@H](NC(=O)c1nc[nH]c1C(=O)N1CCc2ccccc2C1)C(=O)OCc1ccccc1	20	-1	-12

Sorted by the number under eIF4E-4G inh (largest number first): 3 from the list above
smiles	eIF4E-4G inh	EP2 mod
CCCCN1C(N)=NC[C@@H]1Cc1ccc(O)cc1	3	-34
COc1ccc(-c2ccc(F)cc2)cc1[C@H]1[C@H]2C=CC[C@@H](C)[C@@H]2C(=O)N1Cc1ccccc1	0	43
C[C@@]12CCC=C[C@H]1[C@H](c1ccc(F)c(/C=C/c3ccccc3)c1)N(Cc1ccccc1)C2=O	-5	23

(cont.)
SMILES	EP2 antag	eIF4E-4G inh	EP2 mod
COc1cc(O)c(C(CCN2CCCC2)c2ccc(N(C)C)cc2)c(OC)c1 (centres undefined)	18	-1	-7
Cc1nc2c(C(=O)O)cnn2c(C)c1Cc1ccccc1F	10	-4	43
Oc1ccccc1C1=Nc2ncnn2C(c2ccc(F)cc2)C1 (centres undefined)	11	6	-14
NC(=O)CSc1cn(CCNC(=O)c2cccs2)c2ccccc12	11	-16	15
COC(=O)CCC(=O)OC1(C)C(=O)C=C2C=C(C3CC3)N(CCc3ccccn3)C=C2C1=O (centres undefined)	13	-2	-5
COc1cc(C(CC(=O)N2CCCC2)c2c(OC)cc(OC)c3c(-c4ccccc4)cc(=O)oc23)cc(OC)c1OC (centres undefined)	17	4	-8
CC(C)OC(=O)c1nnc(Cc2ccc(F)cc2)o1	4	4	-1

Two records picked at random from those above:
SMILES	EP2 antag	eIF4E-4G inh	EP2 mod
CCSc1nnc(Cc2cc(=O)[nH]c(=O)[nH]2)n1-c1cccc(C)c1	8	-19	9
O=C(Nc1cccc(-c2csc(Nc3ccc(Cl)cc3)n2)c1)c1ccccc1	10	2	-15
